TGFb SMAD3 inh = TGF-b pathway inhibition; 410,000 tested, 1.2% active; AID 588855; HepG2 CAGA-GFP TGF-b/SMAD3 reporter, GFP fluorescence, 18 h; TGF-beta stimulated, 500 pg/mL final; Potency, µM (highest dose often 46.1 µM), for the others: top-dose activity, negative = inhibition, most hits filed as inhibitors; note: potency is the fitted concentration of half-maximal effect; % is set by controls: 0 for no effect and ±100 for the full control effect; nearly all actives have a fitted effect of over 65% in size
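GFP signal (ex488/em500-530) from TGF-beta-stimulated HEPG2 CAGA-GFP cells, 500 pg/mL final, 18 h at 37 degrees C in DMEM plus 1% FBS, normalized to unstimulated and DMSO-stimulated controls.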
CCT modulator = modulators of cytosolic chaperonin (CCT/TRiC) activity; purified chaperonin ATPase assay, HTRF ADP detection, 30 min; activity change, % (no concentration beside the values), hits read low; 360,000 tested, 0.3% active; AID 651819; in the data active = activity change below about -30%; note: % is set by controls: 0 for no effect and ±100 for the full control effect
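TRiC at 40 or 20 nM final (batch-dependent) in 30 mM Tris pH 7.4, 100 mM KCl, 5 mM MgCl2, 1 mM DTT, with compound at single 76 uM and 10 uM ATP, 30 min at 37 deg C. ADP detected by HTRF Transcreener, 665/615 ratio.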
MmCpn inh = blocks the Methanococcus maripaludis chaperonin Mm-Cpn. 330,000 tested, 0.031% active. purified Mm-Cpn ATPase, ADP Transcreener TR-FRET. Potency, µM (highest dose often 76.9 µM), for the others: at the highest dose activity, negative = inhibition, most hits filed as inhibitors; note: potency is the fitted concentration of half-maximal effect; % is set by controls: 0 for no effect and ±100 for the full control effect; nearly all actives have a fitted effect of over 80% in size
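Inhibition of chaperonin ATP hydrolysis is measured as reduced ADP production, detected by competitive TR-FRET in which signal falls with ADP. Final enzyme 25 nM and ATP 10 uM, reacted 30 min at 37°C.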
S2 tox = reduces viability in counter-screen for ATXN expression inhibitors; Potency, µM (doses to about 56.7 µM), usual class: cytotoxic; 400,000 tested, 0.49% active; S2 cells (HEK-293 line with an ATXN2-luciferase reporter) viability, CellTiter-Fluor protease fluorescence, 24 h; AID 651635; note: potency is the fitted concentration of half-maximal effect; nearly all actives have a fitted effect of over 40% in size
A549 tox = kills or reduces viability of A549 cells in Nrf2 counter-screen. A549 ARE-Fluc cells, CellTiter-Fluor viability, 18-24 h. 390,000 tested, 0.16% active. Potency, µM (doses to about 46 µM), inactives show at the highest dose activity change, negative = cytotoxicity, hits mostly inhibitors; note: potency is the fitted concentration of half-maximal effect; % is set by controls: 0 for no effect and ±100 for the full control effect
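A549 ARE_Fluc cells in 5% FBS OPTI-MEM were exposed to compounds in concentration-response for 18-24 h at 37 deg C. Viability was read by CellTiter-Fluor fluorescence (Ex 405/Em 525) after 30 min, before the luciferase read.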
pAkt inh = inhibitors of Akt phosphorylation | Neuro2A IGF-stimulated pAkt S473 HTRF, 20 min; stronger effect = lower value | activity change, % for hits at 50 µM | AID 651550 | 360,000 tested, 0.32% active; in the data active = activity change below about -80%; inconclusive = mostly about -51% to -80%; note: % is set by controls: 0 for no effect and ±100 for the full control effect
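Neuro2A cells (4,500/well, DMEM with 0.5% FBS) were treated with compound at a single 50 µM final concentration, stimulated with 6 nM IGF for 20 min at 37 °C, and lysed. Phospho-Akt Ser473 was read by HTRF as 665/615 ratio ×10^4.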
Nrf2 block = inhibitors of Nrf2 signaling | A549 ARE-Fluc reporter, luciferase luminescence, 18-24 h | Potency, µM (doses to about 46 µM), without a hit: at the top dose activity change, negative = inhibition, hits mostly inhibitors | 360,000 tested, 2.1% active | AID 504444; note: potency is the fitted concentration of half-maximal effect; % is set by controls: 0 for no effect and ±100 for the full control effect; nearly all actives have a fitted effect of over 60% in size
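Nrf2 function is reported as luminescence of an ARE-controlled luciferase in A549 cells. Compounds were tested at several concentrations, and a CellTiter-Fluor read on the same wells flagged cytotoxicity.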
Nrf2 ARE act = Nrf2 pathway activation; AREc32 ARE-luciferase reporter (MCF7-derived line), luminescence, 24 h; Potency, µM (series often up to 46.1 µM), without a hit: at the highest dose activation, actives largely listed as activators; 410,000 tested, 0.31% active; note: potency is the fitted concentration of half-maximal effect; % of control where 0% means no effect; nearly all actives have a fitted effect of over 65% in size
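AREc32_Fluc, 1000 cells/well, OPTI-MEM + 5% FBS, o/n 37 deg C 5% CO2; 23 nL cpd by pin tool, 24 hr; Steady-Glo 30 min RT, luminescence.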
HepG2 viability = HepG2 cytotoxicity, counter-screen for TGF-b inhibitors | HepG2 CAGA-GFP viability, ATP luminescence, 18 h | Potency, µM (series often up to 46.1 µM), inactives show top-dose activity change, negative = cytotoxicity, usual class: cytotoxic | 410,000 tested, 0.76% active | AID 588856; note: potency is the fitted concentration of half-maximal effect; some results filed as inactive show a strong effect at the top dose
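CellTiter-Glo luminescence gave cytotoxicity after 18 hours at 37 degrees C. The cells were HepG2 CAGA-GFP in 1% FBS DMEM, stimulated with 500 pg/mL TGF-beta after compound addition. %Activity was normalised to no-cell wells (complete cell-killing) and DMSO (no toxicity), and curves were fitted and classified.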
Numbers without * were called inactive; i = inactive; ? = inconclusive; / = no result given; & = joins results of further samples. Unless noted, calls come from the whole dose curve; as a rule, active = well fitted curve in the direction sought with a large enough effect; inconclusive = small, poorly fitted or top-dose-only effect, or another doubt; inactive = no such curve, though single readings can be large; an effect the other way counts as inactive or inconclusive.

1: CCCNC(=O)CS(=O)Cc1nc(-c2ccc(OC)cc2)oc1C (stereo unspecified)
2: O=C(NNc1ncnc2c1cnn2-c1ccc(F)cc1)c1ccco1
3: COc1ccccc1NS(=O)(=O)c1cccc(C(=O)N2CCN(C/C=C/c3ccccc3)CC2)c1
4: O=C(CN1C(=O)c2cccnc2Oc2ccc(Cl)cc21)NC1CCCC1
5: CCOC(=O)CN1C(c2ccccc2O)Nc2ccc(Br)cc2C1c1ccccc1 (stereo unspecified)
6: Cc1c(C)n(CC(O)CNc2ccccc2)c2ccccc12 (stereo unspecified)
entry no.	1	2	3	4	5	6
TGFb SMAD3 inh	0%	2%	?	3%	?	?
CCT modulator	-0.3	-1.7	0.6	-0.5	-0.5	-1.6
MmCpn inh	1%	1%	-3%	1%	3%	-3%
S2 tox	i	i	?	i	i	i
A549 tox	-4%	-1%	-6%	3%	2%	3%
pAkt inh	i	i	i	i	i	i
Nrf2 block	10%	-3%	-16%	6%	3%	-5%
Nrf2 ARE act	2.6%	0.1%	2.2%	2.3%	0.0%	0.5%
HepG2 viability	13%	5%	13%	3%	-34%	-41%

7: CCN(Cc1ccncc1)C(=O)Cc1cccs1
8: CCCCn1c(N)c(N(CCOC)C(=O)CCCc2cccs2)c(=O)[nH]c1=O
9: O=C(Nc1nncs1)C1CC(=O)N(C2CCCC2)C1 (stereo unspecified)
10: Cc1ccc(C(=O)N2CCC(C(=O)NCc3cccnc3)CC2)cc1
11: Cc1ccc(NC(=O)CSc2nnc(COc3ccc(Cl)cc3)o2)c(C)c1
12: CCc1nc(NCCCn2ccnc2)c2oc3ccccc3c2n1
entry no.	7	8	9	10	11	12
TGFb SMAD3 inh	2%	13%	-1%	?	-15%	-3%
CCT modulator	-1.0	-3.0	-1.8	-2.4	/	1.5
MmCpn inh	1%	0%	0%	1%	/	1%
S2 tox	i	i	i	i	i	i
A549 tox	6%	-20%	2%	1%	-4%	1%
pAkt inh	i	i	i	i	/	i
Nrf2 block	-8%	-3%	5%	13%	20%	18%
Nrf2 ARE act	-0.6%	0.5%	-0.1%	-0.1%	-0.3%	4.1%
HepG2 viability	-20%	1%	-6%	0%	-28%	-10%

13: O=C(COC(=O)COc1ccccc1)NC1CCCc2ccccc21 (stereo unspecified)
14: O=c1cc(CN2CCN(S(=O)(=O)c3ccccc3[N+](=O)[O-])CC2)nc2sccn12
15: CCOC(=O)/C(C#N)=C1\Nc2ccccc2N=C1N(CC(C)C)CC(C)C
16: CC(C)NC(=S)N1CCN(C/C=C/c2ccccc2)CC1
17: Cc1ccc(-c2csc(NC(=O)c3cccs3)n2)cc1
18: COc1ccc(S(=O)(=O)N2CCOCC2)cc1C(=O)NC1CCCCCC1
entry no.	13	14	15	16	17	18
TGFb SMAD3 inh	12%	0%	1%	13%	-22%	13%
CCT modulator	1.0	-0.4	-0.3	-3.7	-1.9	-5.2
MmCpn inh	-2%	0%	2%	2%	0%	3%
S2 tox	i	i	i	i	i	i
A549 tox	-7%	0%	-4%	3%	-1%	-2%
pAkt inh	i	i	i	i	i	i
Nrf2 block	3%	-16%	8%	1%	/	-3%
Nrf2 ARE act	-1.1%	4.3%	-0.7%	-0.7%	3.6%	-0.8%
HepG2 viability	5%	-2%	-28%	0%	2%	3%

19: COC(=O)c1c(NS(=O)(=O)c2ccc3ccccc3c2)sc2c1CCCC2
20: CSc1c(CC(=O)Nc2ccccc2Cl)n(Cc2ccccc2)c2ccccc12
21: O=C(Nc1cc(-c2nc3ccccc3o2)ccc1Cl)c1cccc2c(Cl)cccc12
22: O=C(Nc1ccc(F)c(Cl)c1)c1cc(C2CCCN(S(=O)(=O)c3ccccc3)C2)on1 (stereo unspecified)
23: CCOc1ccccc1Nc1nc(N)nc(CN(C)C2CCCCC2)n1
24: Cc1ccc2c(c1)N(CCC(=O)NC1CCCCC1C)C(=O)CO2 (stereo unspecified)
entry no.	19	20	21	22	23	24
TGFb SMAD3 inh	?	0%	24%	19%	4%	23%
CCT modulator	0.0	-0.2	/	-1.2	0.6	0.7
MmCpn inh	1%	0%	/	/	3%	1%
S2 tox	i	i	i	?	i	i
A549 tox	-24%	9%	1%	/	0%	5%
pAkt inh	i	i	/	i	i	i
Nrf2 block	?	/	2%	/	4%	2%
Nrf2 ARE act	-0.6%	0.3%	3.8%	4.6%	0.1%	0.0%
HepG2 viability	-29%	0%	0%	-35%	-9%	-13%

25: COc1ccc(/C=N/NC(=O)C2(C)NC(C)(C)Cc3ccccc32)cc1 (stereo unspecified)
26: CCOC(=O)Cn1c(-c2cccs2)cc2cc(Cl)ccc21
27: CC1(C)C(=O)NCCN1C(=O)CCCC(=O)O
28: O=C(O)CCc1ccc(-c2ccccc2)n1-c1ccc(C(=O)O)cc1
29: O=C(c1ccc(Br)s1)N1CCc2ccccc2C1
30: CC1(C(=O)OCC(=O)Nc2ccc(S(=O)(=O)N3CCOCC3)cc2)CC1(Cl)Cl (stereo unspecified)
entry no.	25	26	27	28	29	30
TGFb SMAD3 inh	21%	-14%	10%	5%&0%	-16%	0%
CCT modulator	1.3	/	-18	-0.6	0.2	-3.5
MmCpn inh	1%	/	1%	-2%	-2%	-2%
S2 tox	i	i	i	i	i	i
A549 tox	1%	?	0%	2%&5%	5%	-7%
pAkt inh	i	/	i	i	i	i
Nrf2 block	7%	-11%	1%	0%&1%	8%	?
Nrf2 ARE act	0.2%	10%	-0.2%	0.6%&3.7%	?	0.1%
HepG2 viability	25%	-35%	7%	-8%&-14%	-29%	-17%

A different layout for part of the listing above:
#29 O=C(c1ccc(Br)s1)N1CCc2ccccc2C1
  TGFb SMAD3 inh: -16%
  CCT modulator: 0.2
  MmCpn inh: -2%
  S2 tox: i
  A549 tox: 5%
  pAkt inh: i
  Nrf2 block: 8%
  Nrf2 ARE act: ?
  HepG2 viability: -29%

#30 CC1(C(=O)OCC(=O)Nc2ccc(S(=O)(=O)N3CCOCC3)cc2)CC1(Cl)Cl (stereo unspecified)
  TGFb SMAD3 inh: 0%
  CCT modulator: -3.5
  MmCpn inh: -2%
  S2 tox: i
  A549 tox: -7%
  pAkt inh: i
  Nrf2 block: ?
  Nrf2 ARE act: 0.1%
  HepG2 viability: -17%

Remaining list, next part.
31: CC1=C(C(=O)Nc2cccc(C)n2)C(c2ccc3c(c2)OCO3)C2=C(CC(c3ccco3)CC2=O)N1 (stereo unspecified)
32: CC(C)(C)c1ccc(Oc2ccc(N)cn2)cc1
33: Cc1onc(-c2ccccc2)c1C(=O)N(Cc1ccccc1)C(C)C
34: O=C(c1ccco1)N(Cc1cc2ccccc2[nH]c1=O)C1CCCCC1
35: CC(OC(=O)c1ccc(Cl)c(S(N)(=O)=O)c1)C(=O)NCc1ccc2c(c1)OCO2 (stereo unspecified)
36: CCOCCOC(=O)C1=C(C)Nc2ccc(C)cc2S1
entry no.	31	32	33	34	35	36
TGFb SMAD3 inh	-11%	?	-17%	?	0%	6%
CCT modulator	-3.9	1.8	-1.1	-0.8	0.8	-2.5
MmCpn inh	0%	-1%	-1%	-8%	1%	-1%
S2 tox	?	i	i	i	i	i
A549 tox	-14%	-4%	-2%	-10%	4%	-2%
pAkt inh	i	i	i	i	i	i
Nrf2 block	5%	18µM*	2%	22%	11%	16%
Nrf2 ARE act	0.3%	-1.5%	-0.6%	0.3%	0.0%	4.4%
HepG2 viability	2%	4%	-27%	-13%	-13%	-6%

37: Cc1cc(C)c2nc(N(Cc3cccnc3)C(=O)c3cccs3)sc2c1
38: CCN(CC)S(=O)(=O)c1ccc(N2CCOCC2)c(NC(=O)Cc2ccc(Cl)cc2)c1
39: COC(=O)[C@]1(C)N[C@H](CN(C)S(=O)(=O)c2ccc(-c3ccccc3)cc2)[C@@H]2C(=O)N(C)C(=O)[C@@H]21
40: CC1(C(=O)Nc2cccc(C(F)(F)F)c2)Cc2ccccc2C(=O)O1 (stereo unspecified)
41: Cc1ccc(CNC(=O)C2CC(c3cc(C(F)(F)F)cc(C(F)(F)F)c3)=NO2)o1 (stereo unspecified)
42: CCc1ccccc1NC(=O)CC(c1ccc(OC)cc1)n1cccc1 (stereo unspecified)
entry no.	37	38	39	40	41	42
TGFb SMAD3 inh	0%	-20%	0%	-21%	-25%	5%
CCT modulator	/	-5.6	0.0	/	-2.2	1.8
MmCpn inh	/	-3%	-1%	/	1%	0%
S2 tox	/	i	i	?	i	i
A549 tox	-5%	-1%	1%	0%	12%	-1%
pAkt inh	/	i	i	/	i	i
Nrf2 block	/	?	-6%	-21%	4%	-2%
Nrf2 ARE act	3.1%	-0.4%	-0.6%	3.4%	7.0%	-0.7%
HepG2 viability	-14%	-24%	-1%	-4%	-18%	-3%

43: COc1ccccc1NC(=S)NN1CCN(C)CC1
44: CCNC(=O)C1CCCN(C(=O)Cc2cccs2)CC1 (stereo unspecified)
45: O=C(NC1CCSc2ccccc21)c1ccc(F)c(S(=O)(=O)N2CCOCC2)c1 (stereo unspecified)
46: CCC(Sc1nc2ncnc(N)c2[nH]1)C(=O)O (stereo unspecified)
47: Cc1nc(CSc2ccc(Cl)cc2)cc(N2CC(C)OC(C)C2)n1 (stereo unspecified)
48: Cc1ccccc1Nc1c(-c2c[nH]c3ccccc23)nc2cccc(C)n12
49: CCOc1ccc(NC(=O)c2cc(S(=O)(=O)N3CCOCC3)ccc2F)cc1
entry no.	43	44	45	46	47	48	49
TGFb SMAD3 inh	-4%	-16%	5%	-3%	?	-18%	-5%
CCT modulator	2.0	-0.3	0.3	1.7	1.1	/	/
MmCpn inh	2%	/	1%	0%	-2%	/	/
S2 tox	i	i	i	i	i	i	/
A549 tox	16%	/	10%	-2%	2%	2%	-2%
pAkt inh	i	i	i	i	i	/	/
Nrf2 block	16%	/	0%	-1%	2%	16%	/
Nrf2 ARE act	0.1%	0.1%	0.0%	0.1%	-0.1%	14%	5.4%
HepG2 viability	2%	1%	-21%	-59%	-3%	-15%	-24%

Assay outcomes from PubChem.
